Source: PubChem BioAssay (National Center for Advancing Translational Sciences (NCATS))
uPA surface inh – qHTS for Inhibitors of Cell Surface uPA Generation. actives 0.31% (n = 330,000). cell surface uPA generation assay, qHTS. Potency, µM (top dose mostly 38.3 µM), inactives show top-dose activity change, negative = inhibition, usual class: inhibitors. AID 540303, 2011; active means well fitted inhibition curve with a large enough effect; inconclusive means small, poorly fitted or top-dose-only effect; inactive means no such curve, though single readings can be large or run the other way; tested in mouse RAW 264.7 cells; further: potency means the concentration at half of the fitted maximal effect; on the % scale 0 is the no-effect control and ±100 the full control effect; nearly all actives have a fitted effect of over 55% in size
Tb PFK inh – qHTS Assay to Find Inhibitors of T. brucei phosphofructokinase | ATP-dependent 6-phosphofructokinase (Trypanosoma brucei brucei), O15648 | T. brucei PFK, ADP-Glo luminescence | Potency, µM (titrated, usually from 57.5 µM), without a hit: at the top dose activity, negative = inhibition, most hits filed as inhibitors | actives 0.17% (n = 330,000) | AID 485367, 2010;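 further: potency means the concentration at half of the fitted maximal effect; 0% = uninhibited 1x PFK enzyme wells and -100% = no-enzyme wells; nearly all actives have a fitted effect of over 60% in size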
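Luminescent ADP detection (ADP-Glo, two-step: ATP depletion then ADP-to-ATP conversion for luciferase) reported PFK activity after 45 min room-temperature reaction of 1.25 nM enzyme with 0.5 mM F6P and 0.1 mM ATP at pH 8.0.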
FLuc counter – qHTS profiling assay for firefly luciferase inhibitor/activator using purifed enzyme and Km concentrations of substrates (counterscreen for miR-21 project); Potency, µM (top dose mostly 57.5 µM), inactives show at the top dose activity change, negative = inhibition, most hits filed as inhibitors; purified FLuc, Km substrates, luminescence inhibition; actives 6.9% (n = 360,000);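 further: potency means the concentration at half of the fitted maximal effect; plate controls were vehicle for no effect and reference inhibitor for full effect; nearly all actives have a fitted effect of over 55% in size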
Target sequence (P08659 whole entry, looked up): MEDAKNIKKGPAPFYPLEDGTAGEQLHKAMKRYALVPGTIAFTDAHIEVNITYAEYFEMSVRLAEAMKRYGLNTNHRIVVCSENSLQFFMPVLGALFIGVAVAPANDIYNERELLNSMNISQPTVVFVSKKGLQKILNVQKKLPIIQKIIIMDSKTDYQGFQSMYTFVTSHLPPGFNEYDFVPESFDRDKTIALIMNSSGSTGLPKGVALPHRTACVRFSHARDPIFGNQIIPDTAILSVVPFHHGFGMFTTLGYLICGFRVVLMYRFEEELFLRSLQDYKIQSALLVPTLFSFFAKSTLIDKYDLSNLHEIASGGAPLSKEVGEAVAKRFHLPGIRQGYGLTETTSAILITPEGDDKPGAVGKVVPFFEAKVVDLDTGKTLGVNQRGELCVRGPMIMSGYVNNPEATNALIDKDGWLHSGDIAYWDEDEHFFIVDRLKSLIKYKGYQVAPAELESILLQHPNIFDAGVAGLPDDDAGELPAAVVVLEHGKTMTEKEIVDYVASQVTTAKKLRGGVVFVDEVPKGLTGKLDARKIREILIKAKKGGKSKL
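Biochemical qHTS of compounds, final roughly 60 µM downward over six points, against 10 nM purified firefly luciferase using Km concentrations of substrates (10 uM D-luciferin, 10 uM ATP) in Tris acetate pH 7.5 buffer; luminescence output.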
Giardia killer – Small Molecules that selectively kill Giardia lamblia: qHTS; Giardia lamblia trophozoite viability; activity change, % at 7.66 µM, hits read low; actives 0.15% (n = 340,000); AID 540267, 2011; in the data active means activity change below about -80%; inconclusive means between about -30% and that limit;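 further: parasites exposed to compound for two days anaerobically before the ATP read; on the % scale 0 is the no-effect control and ±100 the full control effect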
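Luminescence from cellular ATP indicates surviving trophozoites (100 cells/well) following 48 hrs anaerobic compound treatment at 37 deg C; signal develops 15-30 min at room temperature.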
Rab9 prom act – qHTS Assay for Rab9 Promoter Activators; Potency, µM (series often up to 9.22 µM), for inactives: top-dose activation, negative = inhibition, usual class: activators; Huh7 Rab9 promoter-luciferase reporter, luminescence, 24 h; AID 485297, 2010; actives 2.8% (n = 320,000); further: potency means the concentration at half of the fitted maximal effect; % of control where 0% means no effect; nearly all actives have a fitted effect of over 60% in size
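Cell-based reporter: Huh7 stable for Rab9 promoter-driven luciferase, plated in reduced-serum medium with 10% FBS at 1500 cells/well, compound-treated 24 h at 37 °C, luminescence read after 10 min reagent.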
KCNH2 3.1 block – qHTS for Inhibitors of KCHN2 3.1: Mutant qHTS | Potassium voltage-gated channel subfamily H member 2, brain isoform KCNH2 3.1 (human) | U2OS KCNH2 3.1, thallium flux FluxOr; stronger effect = lower value | activity change, % (tested at about 1.8 µM) | actives 0.95% (n = 340,000) | AID 720553, 2013;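 active means maximum activity change below -70%; inconclusive means maximum activity change from -70% to -50%; inactive means maximum activity change above -50%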;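 further: thallium influx rate constant from kinetic fluorescence after stimulation buffer; on the % scale 0 is the no-effect control and ±100 the full control effect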
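We transduce U2OS cells with the mutant 3.1 virus, culture them overnight, load FluxOr with Red40 quencher for 45 min, then add stimulation buffer and read kinetically for 2 min to derive a normalized rate constant.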
ELG1 genotox – qHTS screen for small molecules that induce genotoxicity in human embryonic kidney (HEK293T) cells expressing luciferase-tagged ELG1; HEK293T ELG1-luciferase reporter, luminescence, 16 h; Potency, µM (doses to about 46 µM), inactives show top-dose activity change, positive = activation, most hits filed as activators; actives 1.3% (n = 330,000); AID 504466, 2011; further: potency means the concentration at half of the fitted maximal effect; % of control where 0% means no effect; nearly all actives have a fitted effect of over 60% in size
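HEK293T cells expressing luciferase-tagged ELG1 were treated with compound or DMSO for 16 hr at 37°C. Luciferase activity was then read after 30 min with ONE-Glo at room temperature; rising signal flags genetic stress.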
RORg inh – qHTS for inhibitors of ROR gamma transcriptional activity. Drosophila S2 Gal4-RORgamma UAS-luciferase reporter, 20 h. Potency, µM (highest dose often 53.6 µM), inactives show at the top dose activity change, negative = inhibition, usual class: inhibitors. actives 5.4% (n = 310,000). AID 2551, 2010; further: potency means the concentration at half of the fitted maximal effect; on the % scale 0 is the no-effect control and ±100 the full control effect; nearly all actives have a fitted effect of over 60% in size
Target sequence (P51450 whole entry, looked up, the tested form may be a part): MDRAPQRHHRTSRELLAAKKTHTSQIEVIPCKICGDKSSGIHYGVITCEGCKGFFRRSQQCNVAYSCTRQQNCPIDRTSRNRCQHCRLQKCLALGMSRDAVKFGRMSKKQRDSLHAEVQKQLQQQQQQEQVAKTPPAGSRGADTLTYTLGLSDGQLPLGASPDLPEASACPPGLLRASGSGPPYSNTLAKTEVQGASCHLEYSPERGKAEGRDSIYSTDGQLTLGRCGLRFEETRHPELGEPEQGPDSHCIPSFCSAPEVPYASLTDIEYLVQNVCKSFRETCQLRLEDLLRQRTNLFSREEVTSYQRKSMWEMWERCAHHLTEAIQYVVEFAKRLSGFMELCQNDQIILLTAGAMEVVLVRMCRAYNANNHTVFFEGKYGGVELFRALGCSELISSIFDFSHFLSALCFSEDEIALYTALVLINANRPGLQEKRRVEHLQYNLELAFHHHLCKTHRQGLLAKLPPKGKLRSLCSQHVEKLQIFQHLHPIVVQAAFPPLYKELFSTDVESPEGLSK
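Luminescence from a UAS-regulated Photinus luciferase reporter in stably transfected Drosophila Schneider cells is measured; decreased signal marks ROR gamma inhibition. Fusion expression is induced by 700 uM copper sulfate for 20 hr.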
Gal4-VP16 FLuc – VP16 counterscreen qHTS for inhibitors of ROR gamma transcriptional activity. Drosophila S2 Gal4-VP16 UAS-luciferase, luminescence, 20 h. Potency, µM (titrated, usually from 53.6 µM), for the others: at the highest dose activity, negative = inhibition, hits mostly inhibitors. actives 3.5% (n = 310,000);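 further: Gal4-VP16 expression switched on by copper sulfate through the metallothionein promoter; potency means the concentration at half of the fitted maximal effect; on the % scale 0 is the no-effect control and ±100 the full control effect; nearly all actives have a fitted effect of over 50% in size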
Coupling enz – qHTS Assay for Inhibitors of Fructose-1,6-bisphosphate Aldolase from Giardia Lamblia: Coupling assay counterscreen | coupling enzyme system counterscreen, AmpLite Red fluorescence | AID 2472, 2010 | actives 0.67% (n = 290,000) | activity change, negative = inhibition, % at 58.2 µM, hits read low; in the data active means activity change below about -30%; further: on the % scale 0 is the no-effect control and ±100 the full control effect
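Counterscreen lacking aldolase: glyceraldehyde-3-phosphate coupling-enzyme reagent preincubated 10 min at RT with compound (at 57.5 uM final), then substrate/coupling system with AmpLite Red added; fluorescence read at 525/598 nm after 20 min RT.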
NPC1 promoter act – qHTS Assay for NPC1 Promoter Activators; Huh7 NPC1 promoter luciferase reporter, 24 h; Potency, µM (series often up to 9.22 µM), inactives show at the top dose activation, most hits filed as activators; actives 2.4% (n = 320,000); AID 485313, 2010;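 further: potency means the concentration at half of the fitted maximal effect; % of control where 0% means no effect; nearly all actives have a fitted effect of over 60% in size; reporter is driven by a mutant NPC1 promoter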
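Compounds in DMSO were transferred onto Huh7 NPC1-luciferase reporter cells pre-incubated 2 h; after 24 h at 37 °C, Amplite reagent was dispensed and luminescence recorded 10 min later.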
The depositor's hits bear a star; ? = inconclusive; nt = not tested or not shown; & = joins results of further samples; [ ] = another dose, or the depositor's remark. Unless noted, the call rests on the fitted dose curve; in most records, active means well fitted curve in the direction sought with a large enough effect; inconclusive means small, poorly fitted or top-dose-only effect, or another doubt; inactive means no such curve, though single readings can be large; an effect the other way counts as inactive or inconclusive.

molecule | uPA surface inh | Tb PFK inh | FLuc counter | Giardia killer | Rab9 prom act | KCNH2 3.1 block | ELG1 genotox | RORg inh | Gal4-VP16 FLuc | Coupling enz | NPC1 promoter act
O=C(Nc1ccc(Cl)cc1F)c1ccccc1Br | -4% | 0% | 11µM* | 11 | 2.2µM* | 1 | ? | -27% | -4% | -2 | 1.8µM*
CCn1c(=O)c(C(=O)CN2CCc3ccccc32)c(N)n(Cc2ccccc2)c1=O | 3% | -1% | 4% | -5 | 0% | -9 | -2% | 24% | -14% | -6 | -1%
CC(=O)NC(CC(=O)OCC(=O)c1ccc(NC(=O)CC(C)C)cc1)c1ccccc1 (stereo unspecified) | 7% | ? | 2% | -8 | -8% | -3 | 1% | nt | nt | nt | 0%
CCN(CC)c1ccc(C(=S)NCc2ccccc2)cc1 | 9% | -17% | ? | -2 | 0% | 4 | -2% | ? | -4% | -5 | 0%
COc1ccccc1CN1CCN(Cc2nc(Cc3ccccc3)no2)CC1 | -4% | -1% | 0% | ? | -5% | -8 | -9% | 3% | 4% | 1 | -2%
COc1ccccc1[C@@H]1C(c2cccc(C)c2)=NN(c2ccccc2)[C@H]1C(=O)N1CCOC1=O | 10% | -10% | 1% | 3 | -1% | -10 | nt | 11%&4% | -8%&-7% | -4&6 | -1%
Cc1cc(C)c(C(=O)N2CCCC(C(=O)c3cc(F)ccc3F)C2)o1 (stereo unspecified) | -1% | 0% | 1% | 2 | -10% | -12 | -4% | 2% | 11% | 2 | -3%
CCOC(=O)c1sc(NC(=O)c2ccco2)nc1C | -6% | 0% | 11µM* | -28 | ? | 8 | ? | ? | 3% | 1 | 28%
COC(=O)C1=C(CS(=O)(=O)c2ccc(OC)c(OC)c2)NC(=O)NC1c1ccc(O)c(OC)c1 (stereo unspecified) | 1% | 1% | -1% | 4 | 0% | -12 | -1%[9.26 µM] | -17% | -1% | 1 | 2%
CSCCC(=O)N(C)CC1CCN(CCc2cccc(C(F)(F)F)c2)CC1 | -1% | -12% | -1% | 26 | 0% | -37 | 0% | -14% | -5% | 3 | -4%
Cc1nc2cc(C(=O)OCC(=O)NC(C)C(C)C)ccc2n1-c1ccccc1 (stereo unspecified) | -6% | 2% | ? | 10 | -19% | -16 | 0% | -27% | 28µM* | 11 | 0%
Cc1cc(F)c(F)c(C(=O)N2CCCCC2C)c1Cl (stereo unspecified) | -3% | -5% | -9% | -5 | -3% | 2 | 2% | -11% | 9%[10 µM] | 0 | 0%
O=C(COc1ccc(Cl)cc1)NCC(=O)N/N=C/c1cccs1 | 4% | 3% | -3% | -4 | 3% | -20 | 0% | 3% | -16% | 0 | -5%
CCOC(=O)N1CCN(C(=O)C(CC)c2ccccc2)CC1 (stereo unspecified) | 2% | 3% | -2% | -1 | -5% | 2 | 0% | -1% | 5% | 4 | -2%
Cc1nc(NC(=O)c2ccccc2)sc1-c1csc(NCc2ccccc2)n1 | -7% | 2% | ? | -14 | 2% | -7 | -4% | 5% | -4% | 0 | -3%
Cc1ccc(/C=N/OC(=O)c2c(C)noc2-c2snnc2C)cc1 | -3% | 0% | -1% | -14 | 7% | 0 | 0% | -14% | 16% | -1 | -2%
C=C(C)c1cccc(C(C)(C)NC(=O)N(C)C2CCN(C)CC2)c1 | 7% | 2% | -1% | 20 | -10% | -13 | 4% | 5% | -5% | 2 | 0%
CN1CCN(c2ccccc2NC(=O)c2ccc(-c3cccc(Cl)c3)o2)CC1 | 4% | 15% | ? | -4 | -1% | nt | -21% | -38% | -19% | nt | 18%
O=C(NCc1ccccc1)Nc1cccn(Cc2cccc(F)c2)c1=O | 0% | 0% | ? | -8 | 0% | -11 | 1% | ? | 16% | -1 | -3%
O=C(NC(=S)NCc1ccccc1)c1ccccc1[N+](=O)[O-] | -1% | 0% | 0% | 2 | -2% | 8 | -4% | 7.9µM* | 16µM* | -4 | -5%
Cc1cccn2c(=O)c3cc(C(=O)NCc4cccnc4)c(=N)n(CC4CCCO4)c3nc12 (stereo unspecified) | -9% | 6% | -3% | 1 | ? | -2 | -17% | -3% | -20% | 1 | 1%
COc1cc2[nH]c(C(=O)N3CCN(c4ccccc4F)CC3)cc2c(OC)c1OC | 7% | -3% | -1% | -14 | -1% | 0 | 0% | 19% | 17% | 2 | -2%
CC(NC(=O)c1cc(Br)cs1)C1CCCO1 (stereo unspecified) | 3% | -4% | 3% | ? | -8% | 9 | -1% | 12% | 0% | 2 | -6%
CC(=O)N1CCc2cc3nc(C)cc(C)c3cc21 | -6% | -1% | -7% | 19 | 2% | 11 | 0% | -7% | -4% | -2 | -4%
Cc1ccc(S(=O)(=O)NCC(=O)N2CCCC2)cc1 | nt | 2% | 0% | 24 | -3% | 13 | 2% | -27% | ? | 3 | -3%
O=C(Cc1ccccc1)Nc1cccc(C(=O)O)c1O | 4% | -4% | ? | 0 | -2% | 4 | 3% | -31% | 10µM* | 9 | 3%
CCN1CCN(CCNC(=O)c2ccc(/C=C3/Sc4ccccc4N(Cc4ccccc4C)C3=O)cc2)CC1 | -12% | 1% | ? | 32[activator] | -9% | -16 | -12% | ? | 18µM* | 2 | -9%
CCOC(=O)N1CCN(C(=O)c2c(O)c3cccc4c3n(c2=O)CC4)CC1 | 5% | 6% | 4% | -10 | 0% | -5 | 1% | 10% | -3% | 3 | -1%
CNC(=O)CSc1nnc(-c2ccncc2)n1Cc1ccccc1 | 1% | -3% | 0% | -13 | 3% | 0 | 5% | 2% | 13% | 0 | -2%
CCOc1ccc2nc(SCC3CC3(Cl)Cl)[nH]c2c1 (stereo unspecified) | -5% | -2% | 7.6µM* | 5 | 3.2µM* | 8 | ? | 8% | 8% | -3 | 2.5µM*
CC(=O)Nc1cc(C(=O)OC(C(=O)c2ccccc2)c2ccccc2)ccc1C (stereo unspecified) | -5% | -4% | -11% | 8 | 0% | 9 | 2% | 10% | 3% | 6 | -2%
Cc1ccc(N(CC(=O)N/N=C/c2ccc(OC3CSC3)cc2)S(=O)(=O)c2ccccc2)c(C)c1 | -3% | -7% | -1% | -25 | -1% | -22 | 0% | 24% | 8% | -1 | -2%
CNC(=O)COC(=O)c1ccc([N+](=O)[O-])cc1Cl | 5% | 3% | -1% | -19 | 0% | 25 | 2% | -29% | -4% | 1 | -1%
Cc1ccc2cc3cc(C(=O)NCCCN4CCCC4=O)oc3nc2c1 | -12% | 0% | 0% | -21 | -2% | -30 | -2% | 18% | -6% | 0 | -1%
COc1cc(C(=O)NCC(=O)OC(C)C(=O)Nc2ncc(Cl)cc2Cl)cc(OC)c1OC (stereo unspecified) | 1% | -7% | -6% | -22 | -3% | 9 | 2% | 6% | 3% | 0 | -9%
O=C(O)c1ccc(N/N=C/c2c(F)cccc2Cl)cc1 | 2% | 0% | 0.3µM* | -1 | 1.3µM* | 4 | 0.29µM* | 2µM* | 0.71µM* | 11 | ?
Cc1ccc(S(=O)(=O)Nc2c3ccccc3nc(=O)n2-c2ccccc2)cc1 | 0% | 2% | 4% | -17 | 2% | 13 | -1% | -12% | -5% | 2 | -2%
O=C(NCC(c1cccnc1)N1CCOCC1)c1ccc2c(c1)OCO2 (stereo unspecified) | -1% | -2% | -11% | -4 | 1% | 2 | 1% | 10% | -3% | 3 | 0%
Cc1ccc(S(=O)(=O)n2nc(C)c(S(=O)(=O)N3CCOCC3)c2C)cc1 | -2% | 2% | -1% | -15 | -4% | 9 | 1% | -11% | 2% | -3 | -2%
Cc1ccccc1Nc1nc(N)nc(CSc2nnc(-c3ccccc3)n2C)n1 | -2% | 0% | -20% | -23 | 6% | -6 | -3% | 27% | -16% | -1 | 4%
Cc1nnc(NC(=O)CSc2nnc(-c3ccco3)n2C(C)C)s1 | 0% | 1% | 1% | 6 | 3% | 6 | 0% | 44% | -12% | 2 | 2%
